Assay outcomes as filed in PubChem.
BLM helicase inh = inhibitors of human Bloom syndrome helicase BLM; P54132; recombinant BLM DNA unwinding, fluorescence dequenching; Potency, µM (series often up to 56.1 µM), inactives show at the top dose activity change, negative = inhibition, most hits filed as inhibitors; 350,000 compounds, 0.2% hits; AID 2528;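 note: plate controls were vehicle for no effect and no enzyme for full effect; nearly all actives have a fitted effect of over 35% in size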
JMJD2A Tudor = inhibitors of human JMJD2A Tudor domain; AID 504339; 390,000 compounds, 4.4% hits; Potency, µM (highest dose often 114 µM), for inactives: top-dose activity change, negative = inhibition, usual class: inhibitors; O75164; AlphaScreen JMJD2A-Tudor / H3K4me3 peptide binding; note: % is set by controls: 0 for no effect and ±100 for the full control effect; nearly all actives have a fitted effect of over 50% in size
BAZ2B block = BAZ2B (human) inhibition; 360,000 compounds, 4.4% hits; Potency, µM (highest dose often 114 µM), for inactives: at the highest dose activity change, negative = inhibition, hits mostly inhibitors; Q9UIF8; AlphaScreen BAZ2B-H3K14Ac peptide displacement; note: % is set by controls: 0 for no effect and ±100 for the full control effect; nearly all actives have a fitted effect of over 60% in size
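AlphaScreen displacement: compounds (up to 110uM) incubated 30 min at room temperature with a preformed 50 nM BAZ2B/50 nM biotinylated H3K14Ac peptide complex in PBS pH 7.4 with Tween-20. Donor and acceptor beads at 10 ug/mL final added, 20 min light-protected before reading.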
G9a block = blocks human histone lysine methyltransferase G9a. G9a H3K9 monomethylation, AlphaScreen, 2 h. Potency, µM (doses to about 102 µM), without a hit: at the highest dose activity, negative = inhibition, hits mostly inhibitors. 350,000 compounds, 8.8% hits. AID 504332; note: % is set by controls: 0 for no effect and ±100 for the full control effect; nearly all actives have a fitted effect of over 75% in size
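AlphaScreen read-out: biotin-H3K9 peptide (500 nM) methylation by 20 nM enzyme with 20 uM SAM, 2 h at room temperature after 15 min compound preincubation; anti-monomethyl H3K9 antibody plus donor/acceptor beads, 10 min dark.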
GLS inhibitor = blocks human kidney-isoform glutaminase activity; GLS enzymatic activity, qHTS titration; Potency, µM (series often up to 45.5 µM), inactives show at the top dose activity change, negative = inhibition, actives largely listed as inhibitors; 410,000 compounds, 0.21% hits; AID 624170; note: % is set by controls: 0 for no effect and ±100 for the full control effect
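Human kidney-isoform GLS in 45 mM KH2PO4 pH 8.2, 0.02% Tween-20, with compound, started with 1mM L-Glutamine (added stock). Glutamate oxidase/HRP/Amplex red coupled fluorescence read at start and after 30 min at RT.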
Tb PGK inh = blocks T. brucei phosphoglycerate kinase; Potency, µM (titrated, usually from 57.5 µM), inactives show at the top dose activity change, negative = inhibition, hits mostly inhibitors; PGK/GAPDH coupled, Kinase-Glo luminescence, 60 min; 380,000 compounds, 0.043% hits; note: % is set by controls: 0 for no effect and ±100 for the full control effect; nearly all actives have a fitted effect of over 60% in size
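Luminescent ATP detection (Kinase-Glo Plus) follows a 60-minute room-temperature incubation, with wells lacking PGK as controls. Buffer: 100 mM TEA (pH 7.6), 5 mM MgCl2, 0.01% Tween-20. Coupling enzyme GAPDH (100 nM final) supplies unstable 1,3-BPG in-well.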
Pin1 inhibitor = blocks the human prolyl isomerase Pin1; Q13526; Potency, µM (doses to about 115 µM), without a hit: at the top dose activity, negative = inhibition, hits mostly inhibitors; AID 504891; Pin1 FP peptide displacement, HiFluor488, 10 min; 390,000 compounds, 0.009% hits; active = well fitted inhibition curve with a large enough effect in the polarisation, with a control signal flat, not every such curve was filed as active; inconclusive = small, poorly fitted or top-dose-only effect, or effect the other way, or a change in a side signal; inactive = no such curve, though single readings can be large or run the other way; the % refers to the polarisation; note: % is set by controls: 0 for no effect and ±100 for the full control effect
Target sequence (Q13526 whole entry, looked up): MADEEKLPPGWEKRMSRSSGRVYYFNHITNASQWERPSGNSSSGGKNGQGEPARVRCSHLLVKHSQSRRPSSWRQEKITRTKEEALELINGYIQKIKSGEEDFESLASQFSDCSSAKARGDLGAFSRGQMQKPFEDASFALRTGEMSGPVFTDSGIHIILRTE
Pol iota inh = inhibitors of human DNA polymerase iota. Q9UNA4. Pol iota fluorescent replication assay, 10 min. Potency, µM (highest dose often 115 µM), for inactives: at the top dose activity, negative = inhibition, hits mostly inhibitors. 390,000 compounds, 1% hits
Target sequence (Q9UNA4 whole entry, looked up): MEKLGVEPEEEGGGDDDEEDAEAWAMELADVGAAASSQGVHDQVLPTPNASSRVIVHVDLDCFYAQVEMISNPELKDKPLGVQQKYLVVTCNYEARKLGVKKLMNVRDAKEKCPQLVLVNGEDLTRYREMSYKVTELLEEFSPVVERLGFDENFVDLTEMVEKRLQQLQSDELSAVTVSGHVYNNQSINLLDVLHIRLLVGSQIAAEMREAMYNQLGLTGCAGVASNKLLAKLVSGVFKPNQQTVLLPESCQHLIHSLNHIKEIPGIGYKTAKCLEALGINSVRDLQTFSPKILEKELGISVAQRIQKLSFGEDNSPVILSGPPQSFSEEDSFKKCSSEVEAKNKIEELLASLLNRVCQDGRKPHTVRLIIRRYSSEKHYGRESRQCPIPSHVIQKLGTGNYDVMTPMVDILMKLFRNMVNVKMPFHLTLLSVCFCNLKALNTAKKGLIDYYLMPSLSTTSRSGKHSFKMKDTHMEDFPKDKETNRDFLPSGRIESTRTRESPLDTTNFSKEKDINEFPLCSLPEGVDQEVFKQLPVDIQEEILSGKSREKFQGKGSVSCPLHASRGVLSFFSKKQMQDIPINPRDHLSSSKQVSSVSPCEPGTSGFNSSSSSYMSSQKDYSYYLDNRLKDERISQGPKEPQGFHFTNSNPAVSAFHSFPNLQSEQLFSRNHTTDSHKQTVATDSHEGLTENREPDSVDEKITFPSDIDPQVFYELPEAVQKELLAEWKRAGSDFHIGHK
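Fluorescent replication assay read twice, at 0 min and 10 min after adding 50 nM (final) substrate. Enzyme (10 nM) and compounds were first incubated 15 min at room temperature; enzyme-free buffer wells were negative controls.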
HP1b binding inh = HP1-beta chromodomain-methylated histone interaction inhibition | AID 540317 | AlphaScreen HP1-beta / biotin-H3K9me3 peptide binding | Potency, µM (titrated, usually from 114 µM), inactives show top-dose activity change, negative = inhibition, usual class: inhibitors | 390,000 compounds, 0.56% hits; note: nearly all actives have a fitted effect of over 70% in size; inactives centre near 23
Target sequence (P83916 whole entry, looked up): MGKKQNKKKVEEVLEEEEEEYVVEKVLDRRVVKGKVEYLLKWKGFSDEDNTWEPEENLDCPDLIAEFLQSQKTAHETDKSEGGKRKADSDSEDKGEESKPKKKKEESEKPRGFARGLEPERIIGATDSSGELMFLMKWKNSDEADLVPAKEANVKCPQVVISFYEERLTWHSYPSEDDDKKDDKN
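AlphaScreen: HP1-beta (50 nM) preformed 30 min with biotin-H3(1-18)K9me3 peptide (50 nM) in PBS pH 7.4, 0.01% Tween-20. Compound added for 30 min at RT, then streptavidin donor/nickel chelate acceptor beads (10 ug/mL) for 30 min.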
* hit, by the source's call; i = inactive; u = inconclusive; x = not tested or not shown; [ ] = another dose, or the depositor's remark. Unless noted, calls come from the whole dose curve; as a rule, active = well fitted curve in the direction sought with a large enough effect; inconclusive = small, poorly fitted or top-dose-only effect, or another doubt; inactive = no such curve, though single readings can be large; an effect the other way counts as inactive or inconclusive. Potency is the fitted concentration of half-maximal effect. An excerpt. The share of hits here may be higher or lower than overall.

item	compound	BLM helicase inh	JMJD2A Tudor	BAZ2B block	G9a block	GLS inhibitor	Tb PGK inh	Pin1 inhibitor	Pol iota inh	HP1b binding inh
1	CCN(CC)S(=O)(=O)c1ccc(NC(=O)COc2nc3ccccc3nc2N2CCOCC2)cc1	-5.3%	-4.9%	-29.6%	6.8%[59 µM]	7.0%	0.7%	8.0%	-6.7%	21.7%
2	COc1ccccc1NS(=O)(=O)c1cccc(C(=O)N/N=C(\C)c2ccc3c(c2)OCCO3)c1	-6.8%	-12.1%[57.1 µM]	-18.8%	6.4%[59 µM]	22.3%	i	-0.4%	7.2%	30.0%
3	COc1cccc(NC(=O)c2ccc(N3C(=O)C4CC=CCC4C3=O)cc2)c1 (stereo not given)	x	-25.9%	x	x	-0.6%	-0.3%	-1.8%	38.6%[activator]	28.2%
4	O=C(CSc1nc2ccccc2[nH]1)NCc1ccc(F)cc1	-0.6%	1.4%	-21.3%	u	-6.0%	-7.9%	-3.1%	31.5%[activator]	41.3%
5	N#Cc1ccccc1NCc1ccccc1	-3.5%	30.4%	43.1%[activator]	55.1%[activator]	8.7%	i	u	17.2%	104.1%[activator]
6	COc1ccc(NC(=S)N/C(=N/CS(=O)(=O)c2ccccc2)c2ccccc2)cc1	3.3%	-19.0%	5.0%	u	25.1%	x	-11.0%	8.9%	19.9%
7	COc1ccccc1-c1c(C#N)c(N)nc2c1CCC2	-5.4%	13.4%	3.3%	29.6%	-7.8%	-11.2%	-7.5%	-21.1%[58.9 µM]	31.4%[activator]
8	Cn1cccc1Cc1nnc(SCC(=O)Nc2ccccc2F)n1-c1ccc(F)cc1	0.2%	-28.9%	u	44.7µM*	3.5%	6.6%	3.9%	5.9%	17.8%
9	COc1ccc(CNC(=O)CN(C)S(=O)(=O)c2ccc3[nH]c4c(c3c2)CCCC4)cc1	-7.0%	u	u	u	6.5%	10.3%	5.3%	0.8%	-14.1%
10	COc1ccc2c3c(cccc13)OC2=O	-8.2%	-3.0%	5.9%	4.9%	44.9%[activator]	-7.6%	-1.6%	-2.8%	61.2%[activator]
11	CCc1ccc(N(C(=O)Cc2cccs2)C(C(=O)NC2CCCCC2)c2cn(C)nc2C)cc1 (stereo not given)	-1.7%	3.2%	-9.5%	48.4%[59 µM]	x	-0.4%	-5.5%	9.5%	43.3%[activator]
12	C/C(=N\Nc1ccc(S(=O)(=O)N2CCCCC2)cn1)c1ccc(O)cc1	x	-24.3%	u	u	18.9%	-7.8%	3.1%	6.1%	-6.9%
13	O=C(Nc1cccc(F)c1)N1CCCCCC1	-1.7%	-2.9%	0.7%	63.9%[activator]	-5.1%	-1.9%	3.1%	12.2%	27.1%
14	CCCCOc1ccc(C(=O)NCC(=O)N2CCN(C(=O)c3ccco3)CC2)cc1	x	-4.8%	8.8%	-9.5%	2.2%	2.6%	1.6%	26.3%	35.6%
15	CCOC(=O)C1CCN(C(=O)c2ccc(C)o2)CC1	x	-9.7%	x	x	3.1%	-5.4%	-17.2%	18.9%	22.6%
16	CN1CCN(C(=O)/C(=C/c2cccs2)NC(=O)c2cccs2)CC1	2.3%	14.7%	2.6%	u	18.1%	-8.3%	0.3%	11.9%	24.2%
17	COc1ccc(NC(=O)c2ccc3ccccc3n2)cc1S(=O)(=O)Nc1ccccc1Cl	-4.7%	-26.2%	-22.3%	7.7%[59 µM]	1.0%	i	10.0%	u	21.7%
18	CC(C)C(CCN1C(=O)CCC1=O)C1CCOC(C)(C)C1 (stereo not given)	-0.5%	-10.0%	-5.1%	2.7%[59 µM]	1.3%	-6.3%	-7.8%	3.9%	27.6%
19	CCS(=O)(=O)c1ncc(N(Cc2ccco2)Cc2sccc2C)c(C(=O)Nc2ccc(C)cc2C)n1	-7.0%	-17.2%	-25.8%	-7.0%[59 µM]	-4.4%	-6.7%	2.4%	13.5%	49.2%[activator]
20	CC/C(=N\NC(=O)c1c(C)nc2ccccn12)c1ccc(Cl)cc1	-0.5%	-12.4%	2.8%	15.2%	16.7%	i	4.2%	22.5%	42.7%[activator]
21	CCOc1ccccc1C(=O)Oc1cc(C)[nH]c(=O)c1[N+](=O)[O-]	-1.2%	-6.2%	-32.0%	u	-2.6%	-5.2%	7.2%	1.6%	39.6%[activator]
22	O=C(N/N=C/c1ccc(O)cc1)c1cc(C2CC2)[nH]n1	-3.9%	-16.7%	-4.3%	48.1%	27.9%	-1.4%	11.1%	10.2%	37.5%
23	Cc1cccc(NS(=O)(=O)c2ccc3oc(=O)c4ncn(C)c4c3c2)c1C	-3.9%	-12.1%	-7.5%	-11.9%[59 µM]	-8.1%	-1.5%	0.1%	22.5%	24.8%
24	Cc1ccccc1NC(=O)C1CCC(CNS(=O)(=O)c2ccc3c(c2)C(C)(C)C(=O)N3C)CC1 (stereo not given)	3.3%	5.9%	-3.6%	-1.2%[59 µM]	8.2%	i	0.2%	-1.2%	39.0%[activator]
25	Cc1nnc(SCC(=O)Nc2cccc(S(N)(=O)=O)c2)n1-c1ccccc1	-4.8%	-7.0%	-3.6%	6.7%	-5.2%	i	-0.9%	92.8%[activator]	3.5%

Arranged by the number under JMJD2A Tudor (ascending): 4 of the compounds above.
nr	SMILES	BLM helicase inh	JMJD2A Tudor	BAZ2B block	G9a block	GLS inhibitor	Tb PGK inh	Pin1 inhibitor	Pol iota inh	HP1b binding inh
3	COc1cccc(NC(=O)c2ccc(N3C(=O)C4CC=CCC4C3=O)cc2)c1 (stereo not given)	x	-25.9%	x	x	-0.6%	-0.3%	-1.8%	38.6%[activator]	28.2%
20	CC/C(=N\NC(=O)c1c(C)nc2ccccn12)c1ccc(Cl)cc1	-0.5%	-12.4%	2.8%	15.2%	16.7%	i	4.2%	22.5%	42.7%[activator]
13	O=C(Nc1cccc(F)c1)N1CCCCCC1	-1.7%	-2.9%	0.7%	63.9%[activator]	-5.1%	-1.9%	3.1%	12.2%	27.1%
24	Cc1ccccc1NC(=O)C1CCC(CNS(=O)(=O)c2ccc3c(c2)C(C)(C)C(=O)N3C)CC1 (stereo not given)	3.3%	5.9%	-3.6%	-1.2%[59 µM]	8.2%	i	0.2%	-1.2%	39.0%[activator]

(next part)
item	compound	BLM helicase inh	JMJD2A Tudor	BAZ2B block	G9a block	GLS inhibitor	Tb PGK inh	Pin1 inhibitor	Pol iota inh	HP1b binding inh
26	Cc1nc2ccc(S(=O)(=O)c3ccc4nc(C)[nH]c4c3)cc2[nH]1	4.4%	-5.8%	-7.6%	24.7%	1.6%	-10.0%	0.9%	16.2%	34.5%
27	Cc1c(F)cccc1NC(=O)c1ccc2c(c1)CCN2S(C)(=O)=O	-1.7%	-8.9%	-16.1%	15.5%	-0.6%	-3.6%	4.9%	0.5%	9.5%
28	CCC(=O)Nc1cc(C)c(NC(=O)c2ccccc2OC)cn1	1.4%	1.9%	4.1%	15.8%	7.9%	-3.8%	0.1%	-5.0%	49.0%
29	FC(F)(F)c1cc(C(F)(F)F)c2ccc(N3CCN(c4ncccn4)CC3)nc2n1	0.3%	-3.2%	2.7%	3.0%	-0.7%	i	-6.8%	6.1%[58.9 µM]	33.1%[activator]
30	CCCN1C(=O)C(O)(C/C(C)=N/O)c2ccccc21 (stereo not given)	1.4%	-12.5%	-5.0%	20.8%	2.6%	-0.3%	4.5%	9.4%	26.8%
31	CCCCN(C)CCCNC(=O)C1(O)c2ccccc2NC(=O)N1c1ccc(Cl)cc1 (stereo not given)	-1.9%	1.3%	-9.6%	17.4%	-21.1%	x	8.0%	12.4%	58.7%[activator]
32	CC1OC(c2ccccc2)OC2COC(c3ccccc3)OC12 (stereo not given)	x	-11.2%	x	x	3.9%	-9.3%	-5.7%	-10.5%	19.2%
33	O=C(NCc1ccco1)C1CCC(CNS(=O)(=O)c2cccc3cccnc23)CC1 (stereo not given)	-4.2%	-18.6%	-7.5%	u	-4.3%	-3.2%	0.9%	-29.4%	26.0%
34	CCOc1ccc(-c2nc(-c3ccncc3)no2)cc1OCC	-2.4%	-6.3%	-4.2%	3.4%[12.7 µM]	11.1%	5.9%	-0.1%	11.4%	14.5%
35	COC(=O)c1c(C)nn(-c2ccccc2)c1-n1cccc1	-4.2%	2.6%	7.3%	-21.6%	9.9%	-8.7%	-10.0%	0.9%	29.4%
36	CC(=O)N1c2ccccc2CC1C(=O)N1CCN(c2cc(Cl)ccc2C)CC1 (stereo not given)	-1.2%	-15.9%	-20.5%	-2.0%[12.7 µM]	-4.9%	-6.1%	-8.1%	27.8%	29.0%
37	O=S(=O)(c1ccc(S(=O)(=O)N2CCN3CCCC3C2)cc1)N1CCCC1 (stereo not given)	0.4%	-14.0%	9.2%	u	10.4%	x	-8.6%	-9.8%	-0.1%
38	Cc1ccc(NC(=O)C(Cc2ccccc2)NS(=O)(=O)c2ccc3c(c2)oc(=O)n3C)c(Cl)c1 (stereo not given)	-2.4%	-13.5%	-14.9%	8.5%[59 µM]	0.6%	9.5%	24.7%	72.7%[activator]	23.6%
39	O=C(Nc1ccc2c(c1)OCO2)C(c1ccccc1)N1CCCCC1 (stereo not given)	-1.7%	-12.8%	5.2%	-19.7%	0.9%	-5.8%	1.7%	-14.8%	-0.8%
40	Cc1cccc(NC(=O)CCn2cnc3ccccc3c2=O)c1	0.5%	-19.4%	u	-10.0%[59 µM]	0.3%	-2.1%	11.4%	u	-7.5%[57 µM]
41	COc1ccc(N(CC(=O)NCc2ccccc2Cl)S(=O)(=O)c2c(C)nn(C)c2C)cc1	-0.5%	-16.0%	x	6.4%[59 µM]	2.5%	-9.1%	-4.6%	34.4%[activator]	18.7%
42	COc1cc2c(cc1OC)C(c1ccncc1)CC(=O)N2 (stereo not given)	1.5%	-6.1%	19.3%	-34.0%[2.33 µM]	9.0%	-8.0%	6.6%	19.4%	33.8%
43	COc1cc(/C=N/NC(=S)NCCc2ccccc2)cc(OC)c1OC	-14.3%	u	-31.7%	-7.0%	18.7%	-0.2%	9.8%	-5.3%	10.7%
44	O=C(CSc1nnc(CNC(=O)c2ccc(F)cc2)o1)NCc1ccc(F)cc1	-4.6%	4.9%	-13.0%	47.9%	-1.7%	-1.5%	-0.9%	10.1%	22.3%
